NCI-60 one-dose screen, 48 h, at 10 µM unless noted. Numbers give growth in % (100 = growth as untreated, 0 = no growth, -100 = all killed).
786-0: 786-0 renal cancer cells | hit rate 5.1% among 81,000 | AID 1794775
TK-10: TK-10 renal cancer cells | hit rate 3.9% among 81,000
RXF 393: RXF 393 renal cancer cells; hit rate 6.9% among 77,000; AID 1794773
CAKI-1: CAKI-1 renal cancer | hit rate 4.7% among 75,000
UO-31: UO-31 renal cancer | hit rate 5.2% among 81,000
SN12C: SN12C renal cancer cells; hit rate 3.8% among 81,000; AID 1794767
A498: A498 renal cancer cells; hit rate 5.4% among 76,000
ACHN: ACHN renal cancer | hit rate 4.9% among 81,000
* hit, by the source's call; x = no result given; & = joins results of further samples. The calls were made as follows: active = growth percent below 10; inactive = the rest.

SMILES | 786-0 | TK-10 | RXF 393 | CAKI-1 | UO-31 | SN12C | A498 | ACHN
NC(Cc1ccc(O)cc1)C(=O)N/N=C/c1ccccc1O (configuration not stated) | 104 | 98 | 115 | 107 | 75 | 114 | 103 | 116
Brc1cc2c(cc1Br)OCO2 | 102 | 101 | x | 104 | 91 | 92 | 89 | 110
Clc1ccc2c(c1)N(c1ncnc3ccc(-c4cnc5[nH]ncc5c4)cc13)CC2 | 18 | 14 | -11* | 11 | 4.2* | 20 | -45* | 13
O=C(Nc1ccc(Cl)cc1)Nc1ccc(Cl)cc1 | 91 | 90 | 113 | 99 | 85 | 105 | 93 | 110
COc1cc(/C=C/c2cc(/C=C/c3ccc(O)c(OC)c3)n(-c3ccc(Cl)cc3)c(=O)n2)ccc1O | 93 | 118 | 91 | 93 | 65 | 81 | 102 | 83
COc1cc(OC)c(Cl)c(OC)c1 | 122 | 114 | 118 | 99 | 85 | 107 | 82 | 101
COc1ccc2c(c1)c(-c1nc(-c3ccc4ccccc4c3)cs1)cn2S(=O)(=O)c1ccccc1 | 105 | 117 | 101 | 89 | 62 | 93 | 123 | 96
Cc1nc2c(=O)[nH]c(SCC(=O)O)nc2[nH]c1=O | 100 | 96 | 104 | 90 | 85 | 98 | 114 | 104
CC1=C[C@@H]2c3c(c(O)c(O)c4oc5cc(O)cc(O)c5c(=O)c34)[C@@H](c3cc(O)c(O)c4oc5cc(O)cc(O)c5c(=O)c34)[C@@H]2C(C)(C)C1 | -40* | 14 | x | 20 | -10* | 2.6* | -14* | 12
Cn1nc(C(=O)Cl)c(=O)[nH]c1=O | 102 | x | 125 | 102 | 86 | 101 | 102 | 115
COc1ccc(CCn2c(=N)c(S(=O)(=O)c3ccccc3)cc3c(=O)n4ccccc4nc32)cc1 | 100 | 104 | 113 | 103 | 111 | 101 | 116 | 110
COc1ccc(OC)c2ncccc12 | 102 | 108 | 107 | 96 | 64 | 101 | 101 | 95
O=C(O)C(Cc1ccccc1)N1C(=O)/C(=C\c2ccc(-c3ccc(Cl)cc3)o2)SC1=S (configuration not stated) | 109 | 127 | 111 | 97 | 83 | 104 | 117 | 106
CSc1cccc(NC(=O)NCCN2CCN(c3ccccc3)CC2)c1 | 108 | 106 | 100 | 93 | 72 | 96 | 92 | 108
N#CCC(=O)Nc1ccc(NC(=O)c2ccccc2-c2ccccc2C(=O)O)cc1 | 109 | 111 | 116 | 96 | x | 99 | 99 | 100
C=C1C(=O)O[C@H]2[C@H]1CC/C(COC(=O)/C=C\C(=O)NCc1ccc(Cn3c(=O)sn(-c4ccc(OC)cc4)c3=O)cc1)=C\CC[C@@]1(C)O[C@@H]21 | -58* | -75* | x | -66* | -100* | -96* | 7.2* | -99*
CC1(CCCOc2ccc([N+](=O)[O-])cc2)N=C(N)N=C(N)N1c1ccccc1 (configuration not stated) | 104 | 91 | 102 | 97 | 85 | 100 | 86 | 104
COc1ccc(-c2[nH][nH]c(=O)c2-c2nc3ccccc3s2)cc1 | 100 | 108 | 109 | 88 | 87 | 98 | x | 106
CN1CCN(c2ccc(-c3ccc4ncc(C#N)c(Nc5ccc(F)c(Cl)c5)c4c3)cc2)CC1 | 45 | 36 | 27 | 34 | 30 | 60 | -7.4* | 19
N/C(=N\c1nc2c(Cl)cc(Cl)cc2s1)C(Cl)(Cl)Cl | 85 | x | 54 | 5.9* | 46 | 78 | -44* | -32*
CCCCC(N)C(O)c1ccccc1 (configuration not stated) | 100 | 106 | 110 | 98 | 82 | 111 | 101 | 117
NCc1ccc([N+](=O)[O-])cc1 | 101 | 106 | 102 | 94 | 93 | 98 | 99 | 105
CC(C)CCCN(CCCC(C)C)CC(O)c1cc2c(c3ccccc13)CCCC2 (configuration not stated) | 78 | 101 | 72 | 74 | 65 | 81 | 66 | 60
C=C1C(=O)O[C@H]2[C@H]1CC/C(COC(=O)/C=C/C(=O)O)=C\CC[C@@]1(C)O[C@@H]21 | 90 | 100 | 117 | 92 | 80 | 97 | 82 | 101
Cc1ccc(NC(=O)C(c2ccccc2)c2ccccc2)cc1 | 101 | 99 | 102 | 80 | 77 | 92 | 116 | 104
Next part
SMILES | 786-0 | TK-10 | RXF 393 | CAKI-1 | UO-31 | SN12C | A498 | ACHN
CCOC(=O)c1nc2cc(C#N)ccn2c1C(=O)c1ccccc1 | 105 | 100 | 107 | 101 | 91 | 99 | x | 105
CC1=NN(Cc2nc(-c3ccc(Cl)cc3)n[nH]2)C(=O)C1 | 108 | 103 | 115 | 93 | 68 | 97 | 92 | 96
O=C(Nc1ccncc1)c1ccc(-n2c(=O)[nH]c3ccccc3c2=O)cc1 | 94 | 103 | 89 | 87 | 87 | 90 | 114 | 96
O=S(O)c1ccc(Cl)cc1 | 100 | 98 | 117 | 92 | 101 | 104 | 100 | 106
Nc1nc(N)c2cc([N+](=O)[O-])ccc2n1 | 102&121 | 105&127 | 112&108 | 89&90 | 72&70 | 102&106 | 88 | 100&96
CC(=O)N1N=C(c2ccc(Cl)cc2)CC1c1sc(N2CCOCC2)nc1Cl (configuration not stated) | 97 | 111 | 116 | 87 | 72 | 94 | 74 | 108
COc1cc2oc(-c3cccc(C(=O)Nc4ccc(C)cc4)c3)cc(=O)c2c(OC)c1OC | 22 | 53 | -7.4* | 2.2* | 44 | 32 | 6.0* | 34
COc1ccc(/C=N/NC(=O)C2CCCCC2)c(OC)c1OC | 106 | 98 | 103 | 96 | 94 | 101 | 89 | 105
Cc1cc(=O)n(C(=O)Nc2ccc(F)cc2)c2cc(O)ccc12 | 108 | 113 | 108 | 92 | 79 | 98 | 100 | 106
COc1ccc(-c2cc(-c3ccc(N)cc3)[nH]c(=O)c2C#N)cc1O | 94 | 117 | 106 | 88 | 88 | 96 | 101 | 96
CCCCCCSC#N | 120 | 108 | 101 | 114 | 73 | 110 | 95 | 113
CC(=O)[C@H]1CC[C@]2(C)[C@@H]1CC[C@@H]1[C@@]3(C)Cc4nc5ccccc5nc4C(C)(C)[C@@H]3CC[C@]12C | 100 | 101 | 111 | 90 | 84 | 96 | 115 | 97
N=C(N)n1ncc2c1CCC/C2=N/N=C(N)N | 105 | 101 | 113 | 98 | 92 | 102 | 107 | 107
O=CNc1cc(Cl)cc(Cl)c1 | 104 | 101 | 113 | 92 | 90 | 96 | x | 101
COc1ccc(-n2nc(C(=O)NCC(=O)Nc3nc4cc(OC)ccc4s3)c3ccccc3c2=O)cc1 | 20 | -42* | -38* | -28* | -0.1* | 42 | -2.1* | -1.3*
O=[N+]([O-])c1ccc(N=NNc2ccc([N+](=O)[O-])cc2)cc1 | 98 | 92 | 103 | 91 | 84 | 84 | 79 | 96
COc1ccc(-c2cc(C(=O)Nc3nc4cc(C)c(C)cc4s3)nc3cc(-c4ccccc4)nn23)cc1OC | 112 | 125 | 112 | 91 | 103 | 107 | 129 | 106
CCOC(=O)N1C2CCC(C2)N1C(=O)OCC | 101 | 95 | 106 | 106 | 96 | 105 | 115 | 106
CCOC(=O)c1sc(=S)[nH]c1C | 96 | 105 | 106 | 112 | 83 | 93 | 100 | 104
CCc1nc(NC(C)(C)C)c2cnn(-c3ccccc3)c2n1 | 45 | 99 | 96 | 90 | 101 | 90 | x | 86
CC(=O)n1c(/C(C#N)=C/c2ccc(N(C)C)cc2)cc2ccccc21 | 41 | 91 | 25 | 38 | 53 | 43 | 2.8* | 48
Nc1n[nH]c(-c2ccc(Br)cc2)c1-c1nc2ccccc2s1 | 101 | x | 128 | 97 | 82 | 99 | 104 | 92
COc1cc(C(C)(C)C)c(O)c(C(C)(C)C)c1 | 103 | 97 | 97 | 103 | 91 | 96 | 103 | 109
C=CC1CCCCC1=O (configuration not stated) | 96 | 114 | 115 | 86 | 76 | 109 | 78 | 98
O=C1Nc2cc(C(=O)N3CCOCC3)ccc2N2CCC[C@@H]12 | 99 | 97 | 114 | x | 86 | 108 | 97 | 105
Additional compounds:
SMILES | 786-0 | TK-10 | RXF 393 | CAKI-1 | UO-31 | SN12C | A498 | ACHN
NS(=O)(=O)c1ccc(-n2ncc(NC(=O)Nc3ccc([N+](=O)[O-])cc3)c2-c2ccccc2)cc1 | 94 | 90 | 122 | x | 86 | 93 | 102 | 100
CCOC(=O)C1=C(c2ccccc2)N=C2Sc3c(-c4ccc(Br)cc4)nc(N)nc3N2C1c1ccc(O)c(OC)c1 (configuration not stated) | 100 | 136 | 91 | 82 | 78 | 95 | 53 | 102
S=c1cc[nH]c(=S)[nH]1 | 105 | 92 | 109 | x | 84 | 100 | 71 | x
Cn1c(O)c(N=NC(=O)c2cc3ccccc3[nH]2)c2ccccc21 | 103 | 150 | 107 | 81 | 73 | 98 | x | 98
c1ccc(C(=NNc2nc3ccccc3o2)c2ccccn2)nc1 | 6.9* | 42 | 16 | 5.1* | 2.2* | 16 | -27* | 8.0*
N#Cc1ccc(C(=O)c2c(N)c(C#N)cn2-c2ccc(Cl)cc2Cl)cc1 | 93 | 104 | 104 | 94 | 70 | 103 | 115 | 114
O=C(O)c1cc(Cl)nc2ccccc12 | 108 | 90 | 102 | 96 | 86 | 111 | 95 | 107
Cc1cccc2ccccc12 | 98 | 103 | 111 | 92 | 87 | 100 | x | 100
CC(=O)N(c1ccccc1)c1ccccc1[N+](=O)[O-] | 103 | 96 | 104 | 98 | 93 | 96 | 82 | 100
O=C1COCCN1c1ccc(NCc2cn(Cc3ccc([N+](=O)[O-])cc3)c3ccccc23)cc1 | 103 | 81 | 114 | 47 | 65 | 96 | 99 | 100
COc1ccc(-c2cc(-c3nnc(SC/C(=N/O)c4ccccc4)o3)c3ccccc3n2)cc1 | 94 | 62 | 97 | x | 70 | 96 | 93 | 94
NC1=NC(c2ccccc2O)c2sc3ccc(Cl)cc3c2N1 (configuration not stated) | 100 | 122 | 116 | 82 | 67 | 96 | x | 94
O=C(NC1CCCCC1)c1ccc2ccccc2c1O | 69 | 78 | 77 | 58 | 88 | 98 | 76 | 66
Cc1ccc(C[n+]2cc([O-])on2)cc1C | 104 | 109 | 110 | 96 | 90 | 100 | 114 | 105
O=C(O)C1C(c2ccccc2)c2ccccc2C(O)C1CO (configuration not stated) | 107 | 102 | 123 | 112 | 78 | 98 | x | 97
N#Cc1c(-c2ccc(Cl)cc2)nc(SCC(=O)NCCc2ccc(S(N)(=O)=O)cc2)[nH]c1=O | 99 | 107 | 108 | 108 | 98 | 100 | 104 | 98
Nc1c(C(=O)Nc2ccncc2)sc2nc3c(cc12)CCCC3 | 96 | 93 | 100 | 88 | 81 | 88 | 75 | 88
Cc1ccc(S(=O)(=O)NCCCNc2nccc(-c3c(-c4cccc(F)c4)nc4sccn34)n2)cc1 | 78 | 99 | 80 | 47 | 34 | 71 | x | 66
Nc1nc(-c2cccc(F)c2)c2cc[nH]c(=O)c2n1 | 106 | 101 | 118 | 107 | 117 | 113 | 86 | 97
COc1ccc(C(=O)C2C(c3ccc(OC)cc3)CN(C)C23C(=O)Nc2ccccc23)cc1 (configuration not stated) | 96 | 103 | 81 | 68 | 70 | 92 | 100 | 96
Cc1ccc2nc(COc3ccc(C(=O)N/N=C/c4ccc(Cl)cc4)cc3)[nH]c2c1 | 80 | 120 | x | 98 | 85 | 118 | 129 | 106
CCCn1c(=O)[nH]c(N)c(C(c2cccc(OC)c2)c2c(N)[nH]c(=O)n(CCC)c2=O)c1=O | 97 | 97 | 120 | 96 | 82 | x | 113 | 102
CCOC(CNCc1cc(C)c2[nH]c3ccccc3c2c1C)OCC | 65 | 77 | 73 | 71 | 45 | 70 | 40 | 88
FC(F)(F)c1cccc(N=Nc2cccc(C(F)(F)F)c2)c1 | 109 | 97 | 114 | 101 | 81 | 95 | 95 | 99
COc1cc2cc(Oc3ccc(NC(=O)Nc4ccc(C)cc4)cc3)c(C)nc2cc1OC | 126 | x | 82 | 98 | 89 | 94 | 116 | 103
Cc1nn(-c2ccc(-c3ccccc3)cc2)c2ncnc(N)c12 | 104 | 106 | 102 | x | 69 | 98 | 70 | 95
CCOC(=O)c1ccc(/C=C/c2ccc(S(=O)(=O)O)cc2)cc1 | 107 | 106 | 108 | 100 | 92 | 93 | 60 | 99
CCOC(=O)c1c(C)oc2ncnc(Nc3ccc(C(=O)NCCc4ccccc4)cc3)c12 | 75 | 102 | 72 | 93 | 97 | 99 | 78 | 89
CCN(C(=O)CN1CCN(c2cc3c(cc2F)c(=O)c(C(=O)O)cn3CC)CC1)c1nc(-c2ccccc2)cs1 | 14 | 15 | 4.1* | 12 | 12 | 2.7* | -6.6* | 8.1*

Compounds shown so far that have a cyano group, in the order listed:
SMILES | 786-0 | TK-10 | RXF 393 | CAKI-1 | UO-31 | SN12C | A498 | ACHN
N#CCC(=O)Nc1ccc(NC(=O)c2ccccc2-c2ccccc2C(=O)O)cc1 | 109 | 111 | 116 | 96 | x | 99 | 99 | 100
CN1CCN(c2ccc(-c3ccc4ncc(C#N)c(Nc5ccc(F)c(Cl)c5)c4c3)cc2)CC1 | 45 | 36 | 27 | 34 | 30 | 60 | -7.4* | 19
CCOC(=O)c1nc2cc(C#N)ccn2c1C(=O)c1ccccc1 | 105 | 100 | 107 | 101 | 91 | 99 | x | 105
COc1ccc(-c2cc(-c3ccc(N)cc3)[nH]c(=O)c2C#N)cc1O | 94 | 117 | 106 | 88 | 88 | 96 | 101 | 96
CCCCCCSC#N | 120 | 108 | 101 | 114 | 73 | 110 | 95 | 113
CC(=O)n1c(/C(C#N)=C/c2ccc(N(C)C)cc2)cc2ccccc21 | 41 | 91 | 25 | 38 | 53 | 43 | 2.8* | 48
N#Cc1ccc(C(=O)c2c(N)c(C#N)cn2-c2ccc(Cl)cc2Cl)cc1 | 93 | 104 | 104 | 94 | 70 | 103 | 115 | 114
N#Cc1c(-c2ccc(Cl)cc2)nc(SCC(=O)NCCc2ccc(S(N)(=O)=O)cc2)[nH]c1=O | 99 | 107 | 108 | 108 | 98 | 100 | 104 | 98

Screening results (PubChem)
